Screening results (PubChem)
FadD28 FP inh = inhibitors of FadD28 bisubstrate probe binding, primary screen, biochemical, fluorescence polarization, single point; Mycobacterium tuberculosis FadD28 fatty-acid-AMP ligase; inhibition, % at 12.5 µM; 0.22% of 360,000 active; AID 588549, 2011; in the data active means inhibition above about 8.5%, passing the limit was not always enough; inconclusive means no clear call, values can overlap the other calls
GDH-TPI counter = GDH-TPI coupling enzyme inhibitors, primary screen, artefact control for M. tuberculosis FBA inhibitor project, biochemical, absorbance, full deck | GDH-TPI coupled enzyme counterscreen, NADH absorbance | inhibition, % at 4.8 µM | 1.2% of 360,000 active | AID 588335, 2011; in the data active means inhibition above about 30%;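 further: 0% = DMSO wells and 100% = wells lacking the enzyme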
BioA inh = M. tuberculosis BioA enzyme inhibitors, primary screen, biochemical, plate reader, single point, HTS. inhibition, % at 9.99 µM. purified M. tuberculosis BioA enzyme. AID 602481, 2012. 7,8-diaminopelargonic acid synthase BioA (Mycobacterium tuberculosis). 0.096% of 360,000 active; in the data active means inhibition above about 40%; inconclusive means no clear call, values can overlap the other calls
Mtb FBA inh = Mtb FBA enzyme inhibitors, primary screen, biochemical, fluorescence, strain H37Rv | purified M. tuberculosis FBA, fluorescence read-out | inhibition, % at 1 µM | 2.3% of 360,000 active; in the data active means inhibition above about 27%;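 further: 0% = vehicle and 100% = reference inhibitor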
Target sequence (P9WQA3 whole entry, looked up): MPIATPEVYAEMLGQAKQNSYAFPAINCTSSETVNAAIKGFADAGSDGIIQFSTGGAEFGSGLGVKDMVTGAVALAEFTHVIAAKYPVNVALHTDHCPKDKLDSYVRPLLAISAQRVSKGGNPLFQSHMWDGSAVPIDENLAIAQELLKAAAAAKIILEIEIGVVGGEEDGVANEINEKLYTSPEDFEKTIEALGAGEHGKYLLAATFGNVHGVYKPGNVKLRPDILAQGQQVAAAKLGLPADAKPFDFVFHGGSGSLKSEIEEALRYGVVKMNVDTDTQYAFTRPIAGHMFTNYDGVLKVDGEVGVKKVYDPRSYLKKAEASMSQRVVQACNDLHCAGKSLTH
MazF activator = activators of E. coli MazEF toxin-antitoxin RNase, primary screen, biochemical, fluorescence, uHTS; Endoribonuclease toxin MazF (Escherichia coli (strain K12)), P0AE70; FAM/BHQ RNA-DNA oligo cleavage fluorescence, 5 h; activation, % at 20 µM; 0.32% of 350,000 active; AID 504720, 2011; in the data active means activation above about 50%
Target sequence (P0AE70 whole entry, looked up): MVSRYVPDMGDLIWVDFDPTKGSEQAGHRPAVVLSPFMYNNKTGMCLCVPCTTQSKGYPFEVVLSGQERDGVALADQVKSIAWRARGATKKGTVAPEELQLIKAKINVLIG
Rv3671c inh = Rv3671c serine protease inhibitors, primary screen, biochemical, fluorescence polarization, M. tuberculosis H37Rv | AID 2606, 2010 | P9WHR9 | 0.048% of 320,000 active | inhibition, % at 5.96 µM; in the data active means inhibition above about 38%;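 further: extracellular domain of Rv3671c used as enzyme; 0% = enzyme with DMSO and 100% = no enzyme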
PrPC surface inh = inhibitors of human cell surface prion protein PrPC, primary screen, cell-based, TR-FRET; inhibition, % at 13.8 µM; TR-FRET read-out; 0.43% of 370,000 active; Major prion protein (Homo sapiens), P04156; in the data active means inhibition above about 24%; further: 0% = median of the test wells and 100% = reference compound wells
BoNT-F LC inh = BoNT/F light chain protease inhibitors, primary screen, biochemical, flow cytometry, MLPCN library; Botulinum neurotoxin type F light chain protease (Clostridium botulinum); Multiplex microsphere protease cleavage assay; 0.22% of 360,000 active; inhibition, % at 10 µM; AID 588497, 2011; in the data active means inhibition above about 35%, passing the limit was not always enough; inconclusive means no clear call, values can overlap the other calls; further: plate controls were buffer without enzyme for full effect and enzyme alone for no effect
UGM FP inh = M. tuberculosis UGM enzyme inhibitors, primary screen, biochemical, fluorescence polarization, single point; purified UGM, fluorescence polarization probe displacement; inhibition, % at 10 µM; 0.06% of 320,000 active; in the data active means inhibition above about 10%, passing the limit was not always enough; inconclusive means no clear call, values can overlap the other calls
Target sequence (P9WIQ1 whole entry, looked up): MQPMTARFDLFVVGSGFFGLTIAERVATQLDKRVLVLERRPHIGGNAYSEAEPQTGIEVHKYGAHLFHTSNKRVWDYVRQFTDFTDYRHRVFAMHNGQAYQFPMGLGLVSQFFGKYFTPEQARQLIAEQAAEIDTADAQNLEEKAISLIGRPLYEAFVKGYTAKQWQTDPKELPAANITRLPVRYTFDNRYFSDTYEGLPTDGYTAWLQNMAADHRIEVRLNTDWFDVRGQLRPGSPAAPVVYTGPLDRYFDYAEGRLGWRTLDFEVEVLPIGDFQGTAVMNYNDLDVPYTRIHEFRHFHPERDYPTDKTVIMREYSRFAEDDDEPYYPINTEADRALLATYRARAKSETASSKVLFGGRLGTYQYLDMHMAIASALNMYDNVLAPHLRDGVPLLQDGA
Starred values were filed as active, the others as inactive; ? = inconclusive; . = not tested or not shown. Rows are unselected; any-hit rate near 4.8%.

Each structure is followed by: PrPC surface inh, Mtb FBA inh, FadD28 FP inh, MazF activator, BoNT-F LC inh, GDH-TPI counter, BioA inh, UGM FP inh, Rv3671c inh
> O=c1cccc(-c2ccccc2)[nH]1
  -1, 1, 2.7, -2, -8, 12, -5.2, -0.1, 0
> O=C1CC(c2ccc(F)cc2)Cc2nc(N3CCN(c4ccccc4)CC3)ncc21 (stereo not given)
  -10, 3, -1.2, -6, 1, -2, 0.0, 2.5, 2
> CCC1=C(OC(=O)N(CC)CC)N2C(=O)OC(=NCCOC)[C@]2(Cc2ccccc2)[C@H]2C1=CC[C@H]1C(=O)N(C)C(=O)[C@H]12
  -1, -1, 0.2, 1, 7, -4, 0.0, -0.6, 9
> COc1ccccc1N1CCN(C(=O)C(C)NC(=O)c2cccc([N+](=O)[O-])c2)CC1 (stereo not given)
  -30, -1, -3.6, -6, 16, -15, 4.3, -1.1, -3
> COc1cccc(CN2CC(C(=O)NCCN3CCOCC3)CCC2=O)c1 (stereo not given)
  6, 0, -3.1, 8, -4, 10, 0.5, 2.4, 6
> CCCCCCNC(=O)O[C@H]1Cn2c(=O)ccc(=O)n2[C@@H]2CN(S(=O)(=O)c3ccc(C)cc3)C[C@]12O
  5, -1, -3.1, 1, -4, 0, 0.1, ., .
> CCOC(=O)N1CCN(C(=O)c2ccc(-n3c(C)ccc3C)cc2)CC1
  3, -2, -3.1, 0, -1, 2, -0.1, -1.2, 7
> CN(CC(=O)Nc1ccc(N2CCOCC2)cc1)CC(=O)Nc1ccc([N+](=O)[O-])cc1Br
  -1, -6, -3.2, 15, 0, 19, ., -0.6, 5
> Nc1ccc(O)c2c(=O)cc(-c3ccccc3Cl)oc12
  -21, 0, 0.4, 2, -14, 6, -2.0, -1.3, 7
> Cn1nnnc1SCC1=C(C(=O)O)N2C(=O)C(NC(=O)C3CC3c3ccccc3)C2SC1 (stereo not given)
  -3, 2, -1.2, 1, 0, -3, ., -1.7, 3

Other compounds
Each structure is followed by: PrPC surface inh, Mtb FBA inh, FadD28 FP inh, MazF activator, BoNT-F LC inh, GDH-TPI counter, BioA inh, UGM FP inh, Rv3671c inh
> Cc1ccc(CNC(=O)C2CCC(=O)N(C3CCCC3)C2)c(F)c1F (stereo not given)
  9, -1, -4.4, 2, -4, -7, 0.7, -2.3, -6
> Cc1ccc(S(=O)(=O)N(C)C)cc1NC(=O)Nc1ccccc1
  4, 2, -1.2, 6, -4, 4, ., -6.0, -4
> COc1cc(C)ccc1OCCOCCOc1c(C)cc(C)cc1Br
  2, 6, -2.0, -6, -5, -7, -1.3, -1.6, -8
> CCOC(=O)c1c(-c2cccs2)csc1NC(=O)c1ccco1
  -2, -8, -2.8, 0, 2, 0, 0.5, -2.1, -5
> CCOc1ccc(NC(=O)N2CCC(C(N)=O)(N3CCCCC3)CC2)cc1
  0, 0, 1.1, 7, -1, 5, -0.9, 0.9, 1
> COc1ccc(Oc2ncnc3sccc23)cc1
  2, 3, -2.0, -1, 0, 9, 16, 0.5, -2
> COc1ccccc1N1CCN(C(=O)CN(C2CCCCC2)S(C)(=O)=O)CC1
  -3, 2, -0.4, -9, -5, 3, ., 2.4, 8
> COc1cc(C(O)c2nc(-c3cccc(C(F)(F)F)c3)cs2)ccc1F (stereo not given)
  8, -1, -3.4, ., -4, -4, 0.1, ., .
> CCCC(C)C(=O)NC1CCSC1=O (stereo not given)
  5, -4, -2.0, -1, -5, -4, -0.2, -2.7, -1
> C[C@]12C=CC(=O)C=C1C=C[C@@H]1C2CC[C@]2(C)C(=O)CCC12 (stereo not given in full)
  -4, 0, -1.3, -1, 10, 1, 4.1, -2.8, 5

Additional records.
Each structure is followed by: PrPC surface inh, Mtb FBA inh, FadD28 FP inh, MazF activator, BoNT-F LC inh, GDH-TPI counter, BioA inh, UGM FP inh, Rv3671c inh
> CCCC1=Nc2cc(C(=O)NCCCOC(C)C)ccc2Sc2ccccc21
  12, -1, -0.7, -3, 7, 9, -0.9, -1.6, -6
> Cc1ccc(S(=O)(=O)N2CCN(CN3C(=O)CC4(CCCC4)C3=O)CC2)cc1
  -2, -1, -0.9, 5, -8, 6, ., ., .
> CCS(=O)(=O)N1Cc2ccccc2CC1C(=O)NCc1cccc(OC)c1 (stereo not given)
  6, 0, -4.5, 3, -2, -11, 2.1, 0.3, .
> COc1ccc(OC)c(C2NC(=O)c3sc(=S)n(-c4ccccc4)c3N2)c1 (stereo not given)
  -5, 1, -0.4, 7, -4, 1, -0.7, -3.4, 2
> CCN(CCNC(=O)c1ccc2nc(-c3ccccc3NC(C)=O)c(=O)[nH]c2c1)c1ccccc1
  -14, -1, -3.5, 17, -2, 16, 1.0, 2.6, -7
> NS(=O)(=O)c1ccc(NC(=S)Nc2ccn(Cc3cccc4ccccc34)n2)cc1
  12, 1, -2.1, -22, -11, -1, 6.1, 0.5, -48
> Cc1cc(C)nc(SCC(=O)Nc2ccc(S(=O)(=O)N3CCCCC3)cc2)n1
  -2, 0, -2.4, 8, 1, 5, 0.0, 0.1, 0
> Cc1nn(-c2ccccc2)c(C)c1/C=N/O
  -6, 1, -0.3, 2, -2, 9, 1.6, 0.8, -5
> N#Cc1ccc(Sc2ccccn2)c([N+](=O)[O-])c1
  -32, 0, -0.6, 14, ?, 10, 0.4, -0.8, 2
> COc1cc(OC)cc(C(=O)NC2CCCN(Cc3ccc(Cl)cc3)C2)c1 (stereo not given)
  5, 2, -3.8, 0, ?, -3, 0.7, -0.4, -9

(list continues)
Each structure is followed by: PrPC surface inh, Mtb FBA inh, FadD28 FP inh, MazF activator, BoNT-F LC inh, GDH-TPI counter, BioA inh, UGM FP inh, Rv3671c inh
> COc1cc(C)c(CNCCc2c[nH]c3ccccc23)cc1C
  -2, -1, -3.0, 12, -4, 1, -0.4, -1.1, -1
> Cc1c(NC(=O)C2Cc3ccccc3CN2C(=O)c2ccco2)c(=O)n(-c2ccccc2)n1C (stereo not given)
  6, -2, -2.9, 5, 5, -8, 0.1, -0.2, 1
> COC(=O)CCCCNC(=O)Nc1ccccc1
  -1, 4, -1.9, -21, -1, 4, ., 0.8, 5
> O=C(NCCC1=CCCCC1)C1CCCN(S(=O)(=O)c2cccc3cccnc23)C1 (stereo not given)
  10, 7, 2.3, -4, -2, -1, -2.5, 0.6, 8
> CCc1ccc(-c2ccc(C(=O)O)cc2)nc1
  8, 3, -0.6, 10, 17, 9, -0.5, 3.9, 6
> NC(Cc1ccc(C(F)(F)F)cc1)c1csc(Nc2ccccn2)n1 (stereo not given)
  -8, 0, -0.9, ., -26, 1, -2.7, ., .
> Cc1cn([C@@H](CCCCNC(=O)OC(C)(C)C)C(=O)NCCCCCCCCCCC(=O)N2CCN(C(=O)OC(C)(C)C)CC2)nn1
  ., 0, -1.1, 9, -2, 4, -1.2, -2.3, 4
> Cc1onc(-c2ccccc2)c1C(=O)OCC(=O)N1CCN(c2ccccc2)CC1
  -3, 0, 0.1, 1, 13, -1, 1.7, -1.1, 0
> Nc1nonc1-c1noc(-c2ccccc2)n1
  0, 0, -0.5, -5, 8, 6, ., 0.2, -15
> CC(C)N(Cc1nccn1C)C(=O)c1ccc(OC2CCN(C(=O)C3CC3)CC2)cc1
  2, 4, -4.4, 8, -4, 1, 2.3, -1.3, 9

One compound at a time, as listed above. Order of screens: PrPC surface inh | Mtb FBA inh | FadD28 FP inh | MazF activator | BoNT-F LC inh | GDH-TPI counter | BioA inh | UGM FP inh | Rv3671c inh
Profile of Cc1ccc(CNC(=O)C2CCC(=O)N(C3CCCC3)C2)c(F)c1F (stereo not given) = 9 | -1 | -4.4 | 2 | -4 | -7 | 0.7 | -2.3 | -6
Profile of CCCCCCNC(=O)O[C@H]1Cn2c(=O)ccc(=O)n2[C@@H]2CN(S(=O)(=O)c3ccc(C)cc3)C[C@]12O = 5 | -1 | -3.1 | 1 | -4 | 0 | 0.1 | . | .

More structures follow.
Each structure is followed by: PrPC surface inh, Mtb FBA inh, FadD28 FP inh, MazF activator, BoNT-F LC inh, GDH-TPI counter, BioA inh, UGM FP inh, Rv3671c inh
> CC(=O)Nc1ccc(/C(C)=N/Nc2nc(Nc3ccccc3)nc(N3CCOCC3)n2)cc1
  -1, -1, -4.0, 11, -8, 0, ., -1.6, 0
> CCCS(=O)(=O)NC(=O)C1(C)CCCN(C(=O)c2cc(C(C)(C)C)nn2C)C1 (stereo not given)
  0, 1, -1.2, ., -1, 8, -1.3, ., .
> COc1cc(OC)c(/C=N/NC(N)=S)cc1Br
  -1, -1, 0.5, 2, -1, 35*, ., 0.8, 4
> O=C(/C=C/c1cccc2ccccc12)N1CCOCC1
  -2, 4, -2.9, 3, -6, 8, ., -5.9, 13
> CCOC(=O)Cn1nc(C)n(-c2cccc(Cl)c2)c1=O
  7, 2, -1.3, -2, -10, 7, -1.6, 2.3, -5
> O=C(Nc1ccc(Cl)cc1)c1nc[nH]c1C(=O)NCCCCNC(=O)c1[nH]cnc1C(=O)Nc1ccc(Cl)cc1
  -7, -2, -2.7, -144, -2, 1, -0.1, -0.6, -72
> CC1CN(C(=O)Cn2cnc3c2c(=O)n(C)c(=O)n3C)CC(C)O1 (stereo not given)
  1, 1, -4.8, -3, -13, 9, -1.2, -2.0, -4
> N#CC1(Nc2ccc3ccccc3c2)CCCC1
  -1, 25, -0.7, 10, 0, 1, -0.4, ., .
> C=CCc1cc(Cl)ccc1OCCN1CC(C)OC(C)C1 (stereo not given)
  5, -1, -4.0, 0, 0, 1, ., 0.4, 3

A stretch from the list above, for reference:
Each structure is followed by: PrPC surface inh, Mtb FBA inh, FadD28 FP inh, MazF activator, BoNT-F LC inh, GDH-TPI counter, BioA inh, UGM FP inh, Rv3671c inh
> Nc1nonc1-c1noc(-c2ccccc2)n1
  0, 0, -0.5, -5, 8, 6, ., 0.2, -15
> CC(C)N(Cc1nccn1C)C(=O)c1ccc(OC2CCN(C(=O)C3CC3)CC2)cc1
  2, 4, -4.4, 8, -4, 1, 2.3, -1.3, 9
> CC(=O)Nc1ccc(/C(C)=N/Nc2nc(Nc3ccccc3)nc(N3CCOCC3)n2)cc1
  -1, -1, -4.0, 11, -8, 0, ., -1.6, 0
> CCCS(=O)(=O)NC(=O)C1(C)CCCN(C(=O)c2cc(C(C)(C)C)nn2C)C1 (stereo not given)
  0, 1, -1.2, ., -1, 8, -1.3, ., .
> COc1cc(OC)c(/C=N/NC(N)=S)cc1Br
  -1, -1, 0.5, 2, -1, 35*, ., 0.8, 4
> O=C(/C=C/c1cccc2ccccc12)N1CCOCC1
  -2, 4, -2.9, 3, -6, 8, ., -5.9, 13
> CCOC(=O)Cn1nc(C)n(-c2cccc(Cl)c2)c1=O
  7, 2, -1.3, -2, -10, 7, -1.6, 2.3, -5
> O=C(Nc1ccc(Cl)cc1)c1nc[nH]c1C(=O)NCCCCNC(=O)c1[nH]cnc1C(=O)Nc1ccc(Cl)cc1
  -7, -2, -2.7, -144, -2, 1, -0.1, -0.6, -72
> CC1CN(C(=O)Cn2cnc3c2c(=O)n(C)c(=O)n3C)CC(C)O1 (stereo not given)
  1, 1, -4.8, -3, -13, 9, -1.2, -2.0, -4
